# Compound activity deposited in PubChem BioAssay by several laboratories.
# 5HT1E antag: 5-HT1E (human) receptor antagonism | P28566 | CHO 5-HT1E Ga15 NFAT-bla reporter, FRET, antagonist | inhibition, % at 6 µM | 65,000 compounds, 0.99% hits;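 active means inhibition above a set limit, the mean inhibition across every tested compound plus 3 SD, cut at about 29% in these data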;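 further: signal is the 460 over 535 nm emission ratio of beta-lactamase substrate; 0% = agonist plus DMSO wells and 100% = wells without agonist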
# Target sequence (P28566 whole entry, looked up): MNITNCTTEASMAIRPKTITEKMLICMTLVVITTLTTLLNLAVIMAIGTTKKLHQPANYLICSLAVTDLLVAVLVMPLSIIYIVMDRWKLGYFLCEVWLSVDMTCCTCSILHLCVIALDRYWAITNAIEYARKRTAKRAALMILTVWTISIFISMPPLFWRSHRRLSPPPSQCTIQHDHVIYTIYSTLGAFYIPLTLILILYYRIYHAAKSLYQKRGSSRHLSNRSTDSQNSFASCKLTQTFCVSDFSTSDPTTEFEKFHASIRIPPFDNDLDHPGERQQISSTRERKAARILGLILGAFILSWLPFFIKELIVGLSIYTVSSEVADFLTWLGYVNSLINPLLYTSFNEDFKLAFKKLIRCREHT
# HTR1E agonist: 5-HT1E (human) receptor agonism; P28566; CHO 5-HT1E Ga15 NFAT-bla reporter, FRET; 0% DMSO wells, 100% control agonist wells; activation, % at 6 µM; 65,000 compounds, 0.69% hits; AID 574;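 active means activation above a set limit, the screen-wide mean activation plus 3 SD, cut at about 8.5% in these data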;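 further: 100% = positive control agonist at 1 µM giving full maximal response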
# M1 ag: agonists of M1 muscarinic receptor; 64,000 compounds, 3% hits; AID 626; CHO-M1 cells, Fluo-4 calcium fluorescence, agonist mode; hits give high values; B-score at 10 µM;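 active means fluorescence rise, raw or as B-score row- and column-corrected plate score, outside the 99.7% band of its plate's samples, either direction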
# HTR1A agonist: 5-HT1a (human) receptor agonism | CHO 5-HT1a Ga15 NFAT-bla reporter, FRET ratio; 0% basal, 100% maximal reference agonist | AID 567 | activation, % at 10 µM | P08908 | 65,000 compounds, 0.56% hits;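 active means activation above the screen-wide mean activation plus 3 SD, cut at about 19% in these data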;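 further: 0% = DMSO wells and 100% = 5-CT at EC100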
# Target sequence (P08908 whole entry, looked up): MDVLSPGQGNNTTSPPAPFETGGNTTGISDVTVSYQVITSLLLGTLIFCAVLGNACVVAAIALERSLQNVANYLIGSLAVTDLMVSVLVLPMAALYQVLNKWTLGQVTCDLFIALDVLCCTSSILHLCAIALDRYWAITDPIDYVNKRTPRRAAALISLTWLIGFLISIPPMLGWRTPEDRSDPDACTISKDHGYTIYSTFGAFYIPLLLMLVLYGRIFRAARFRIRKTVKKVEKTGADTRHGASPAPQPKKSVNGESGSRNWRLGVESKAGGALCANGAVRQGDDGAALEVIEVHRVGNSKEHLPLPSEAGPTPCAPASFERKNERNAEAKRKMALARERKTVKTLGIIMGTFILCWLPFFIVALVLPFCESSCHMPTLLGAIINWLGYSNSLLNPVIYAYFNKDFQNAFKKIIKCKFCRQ
# Jurkat tox 60K: cytotoxic compounds reducing Jurkat cell viability; Jurkat E6.1 viability, ATP luminescence, 48 h; inhibition, % at 4 µM; 56,000 compounds, 1.2% hits;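 active means inhibition above the mean inhibition of all tested compounds plus 3 SD, cut at about 28% in these data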
# M1 antag: antagonists of rat M1 muscarinic receptor | P08482 | CHO-M1 cells, Fluo-4 calcium, ACh EC80 antagonist mode; hits give low values | B-score at 10 µM | 64,000 compounds, 3.4% hits | AID 628;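 active means calcium fluorescence response, raw or row-and-column corrected B-score, differing from the plate sample mean either way at a set confidence level, mostly lower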
# S1P3 agonist: S1P3 (human) receptor agonism | Q99500 | S1P3 NFAT-BLA reporter cells, FRET ratio; relative to 1 µM S1P, basal subtracted | activation, % at 4.5 µM | 60,000 compounds, 0.1% hits | AID 373;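 active means activation above the screen-wide mean plus 3 SD, cut at about 4.5% in these data, passing the limit was not always enough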; further: some compounds called inactive have numbers as strong as hits
#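 material = human S1P3 NFAT-BLA reporter CHO cells | schedule = 4 h compound at 37 °C, 2 h substrate at RT | measured by = fluorescent BLA substrate, ex 405 nm, em 460/535 nm ratio | controls = 1 µM S1P reference | replication = primary once, confirmation triplicate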
# 5-HT1A blocker: blocks the human serotonin 5-HT1a receptor; P08908; 62,000 compounds, 0.68% hits; CHO 5-HT1a Ga15 NFAT-bla reporter, antagonist mode; AID 612; inhibition, % at 10 µM;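 active means inhibition above the mean of all tested compounds plus 3 SD, cut at about 43% in these data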;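 further: receptor stimulated by 5-CT agonist at 100 nM near EC80; beta-lactamase reporter measured by ratiometric fluorescence of a cleavable substrate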
# S1P1 ag-PAM: S1P1 (human) agonism or agonism potentiation | activation, % at 9.5 µM | S1P1 CRE-bla cells, forskolin, beta-lactamase FRET, potentiator mode; S1P1 agonist co-added at EC20, 2 nM; 100% = saturating reference agonist, 0% = basal | P21453 | 56,000 compounds, 0.57% hits;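 active means activation above a cutoff set at the mean activation of all tested compounds plus 3 SD, cut at about 54% in these data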;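 further: forskolin at 4 µM as EC80 and the EC20 agonist is SEW2871; 100% = SEW2871 at its EC100 plus forskolin at EC80; some compounds past the cut are filed as inactive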
# The depositor's hits bear a star; . = not tested or not shown.
SMILES,5HT1E antag,HTR1E agonist,M1 ag,HTR1A agonist,Jurkat tox 60K,M1 antag,S1P3 agonist,5-HT1A blocker,S1P1 ag-PAM
Cn1c(=O)n(CCc2ccccc2)c(=O)c2c1nc1n2CCN1c1ccccc1,7,0.6,-0.2,-2.8,0,-0.15,-1.4,0,-10
CCc1ccc(CCC(=O)Nc2ccc(C)c(C)c2)o1,3,0.2,0.34,-3.3,-2,-0.43,0.0,0,-48
CCOC(=O)c1c(C)[nH]c(C(=O)OC)c1CCC(=O)OC,18,-0.2,-0.16,3.3,0,-0.042,-1.7,9,-9
Cc1cc(OCCNCCO)cc(C)c1Cl,-1,1.1,-0.42,-5.7,-6,-0.88,-1.1,1,-9
O=C(CN1C(=O)C2C3C=CC(C3)C2C1=O)Nc1ccc2nccnc2c1 (configuration not stated),-10,-0.5,-0.2,0.2,2,0.24,-0.1,-8,-15
Cc1cc(-c2ccco2)n(CC(=O)NCCCc2ccccc2)n1,-3,-0.5,0.097,0.8,-5,-0.0073,-0.3,-7,-11
COc1ccccc1NC(=O)Cn1nc(C(F)(F)F)c2c1CCCC2,-11,-0.8,.,-0.9,1,.,-0.9,15,2
CC1CCCCN1CCNC(=O)c1ccc2c(=O)n(CCc3ccccc3)c(=O)[nH]c2c1 (configuration not stated),-1,0.4,-1.4,-0.3,.,-0.85,.,-8,.
CCn1c(SCC(=O)O)nnc1-c1cc2c(C)nn(-c3ccccc3)c2s1,-2,-0.4,0.49,-0.5,7,-0.5,0.2,6,1
O=C(CCC(=O)N1CCN(C2CCCCC2)CC1)Nc1nnc(C(F)(F)F)s1,2,-0.1,-1.3,-0.8,-5,-1.1,-1.5,-5,0
O=C(Cc1ccc(-n2c(=O)[nH]c3ccccc3c2=O)cc1)N1CCN(c2ccccc2)CC1,0,0.3,0.79,-2.5,-1,-0.0028,0.0,-2,0
O=C(CC1c2ccccc2Oc2ccccc21)N1CCN(c2ccccn2)CC1,-5,-0.8,2.6,19,1,-1,1.1,3,5
COc1c(C)cc(Br)cc1C(=O)Nc1cccc(NC(=O)c2ccco2)c1,9,-0.1,0.34,-2.8,-1,0.52,-1.7,15,-71
Cc1ccc(S(=O)(=O)N2CCC(C(=O)OCC(=O)N3CC(=O)Nc4ccccc43)CC2)cc1,-2,0.3,-0.84,1.0,0,0.28,-0.1,4,-1
CCc1ccc(CNc2ccc(O)cc2)cc1,-36,-0.6,-0.21,-5.6,38*,-0.19,-0.9,7,-15
COCc1cc(C)nc(N2CCOCC2)c1C#N,4,0.6,0.18,-0.8,5,0.78,-1.2,9,-4
CCCn1nnnc1NCc1ccccc1OCc1cccs1,-3,-0.1,-0.24,-1.9,8,-0.0036,-1.1,2,11
COc1ccc(Cn2cccc(NC(=O)Nc3ccc(C#N)cc3)c2=O)cc1,3,1.7,-0.32,1.6,4,0.2,-1.0,-1,9
CCn1c(CSc2ncccn2)nnc1SCC(=O)N1c2ccccc2CC1C (configuration not stated),4,-0.1,-0.79,1.0,-5,-0.53,0.1,1,10
COc1ccc(OC)c(C2=NOC(C(=O)NCC3CCCO3)C2)c1 (configuration not stated),-3,-0.1,-0.82,0.5,-3,0.37,0.0,7,3
Cc1nc2ncnn2c(C)c1CCC(=O)N1CCN(C(=O)c2ccco2)CC1,1,0.1,-0.65,-5.0,-8,-0.56,-0.8,-4,-32
Cn1c(CCNC(=O)c2ccco2)nc2cc(NS(=O)(=O)c3ccc(Cl)cc3)ccc21,3,0.3,-0.19,-1.3,3,0.56,-1.6,-4,10
Cn1c(SCc2nc3ccccc3s2)nnc1-c1ccc2c(c1)OCO2,3,-0.2,1.2,-2.6,5,0.069,-0.4,3,.
COc1ccc(NC(=O)CSc2nnc(Cc3cccn3C)n2CCc2ccccc2)cc1OC,-9,0.1,0.82,-2.4,0,0.54,4.7,-2,-34
CCOc1ccc(CN2CCC(=O)NC2=O)cc1,-7,0.6,-0.0037,-2.2,8,0.31,-1.1,-3,-16
CCOCCn1c(CN2CCC(C)CC2)nc2c1c(=O)n(C)c(=O)n2C,-2,0.6,-0.36,0.9,5,0.068,-1.0,4,-17
COc1ccc(CNC(=O)CCc2c(C)nc3ncnn3c2C)cc1,13,-0.9,0.12,-2.5,6,0.11,-0.4,4,5
O=P(O)(CCc1ccccn1)CN1CCCCC1,5,0.1,0.066,-2.4,-6,-0.44,-1.2,-1,-16
CCOC(=O)c1[nH]c(C)c(C(=O)Nc2cccc(Cl)c2C)c1C,15,0.3,-1.2,-0.7,64*,-1.5,-0.6,5,14
Brc1ccc(-c2nnc(-c3ccco3)o2)cc1,-4,-0.4,0.21,-0.5,-2,-0.14,-1.1,0,-19
Cc1cccc(NC(=O)CS(=O)(=O)c2cn(C)c3ccccc23)c1C,8,-0.8,-0.54,-1.9,.,0.32,.,6,.
Cn1nnc2cc(C(=O)NCCC3=CCCCC3)ccc21,19,-1.0,-0.087,0.9,11,0.23,-1.1,5,-5
O=c1c(N2CCOCC2)nsnc1N1CCOCC1,2,-0.8,0.043,-1.5,-1,-0.75,0.2,-6,-3
CCNC(=O)c1ccccc1-c1nc(-c2ccccc2Cl)no1,-4,0.7,1.8,-2.2,2,0.96,-0.6,16,-11
O=C(CSc1nc(O)cc(=O)[nH]1)C1CC1,5,0.7,0.049,-0.9,-5,0.92,-0.9,0,-6
CCNc1nc(NCC)nc(Nn2cnnc2)n1,13,-0.6,-0.76,-0.4,4,-0.23,-0.7,-8,-15
O=C(COc1ccccc1)N1CCN(C(=O)c2cccs2)CC1,-3,0.5,0.16,-0.5,-6,1.5,0.6,-4,-5
COc1ccc(C(=O)CN2C3=NCCCN3c3ccccc32)cc1OC,-3,1.0,0.97,-3.0,.,-1.3,.,5,.
Cn1nc(-c2ccc(Cl)cc2)c2cc(C(=O)N3CCC(N4CCCCC4)CC3)sc21,-6,-0.1,-0.64,-3.3,6,0.74,0.0,-8,-44
CCCCNC(=O)CS(=O)Cc1nc(-c2cccs2)oc1C (configuration not stated),7,0.8,1.3,-0.6,-2,0.52,-0.7,14,-4
CSc1nnc(-c2ccc(S(=O)(=O)N3CCOCC3)cc2)n1CC1CCCO1 (configuration not stated),-4,0.0,-0.58,-1.9,1,0.18,-0.3,-1,-20
Cc1cc(NC(=O)C(C)C)ncc1NC(=O)CCc1ccccc1,0,-0.2,-0.63,0.6,4,-0.039,-0.3,2,-19
CC(NC(=O)c1cnc2n(c1=O)CCS2)c1ccccc1 (configuration not stated),3,-1.1,0.73,-0.4,-4,-0.0043,-0.5,-4,22
Cn1c(=O)c2c(nc(NCc3ccco3)n2C)n(C)c1=O,-2,0.7,0.12,-0.4,-4,0.27,-1.3,-14,-17
COc1cccc(-c2cc(C(=O)Nc3cnn(Cc4ccccc4C)c3)no2)c1,3,0.4,-0.38,-2.1,6,-0.66,-1.0,1,-3
Cc1ccc(F)c(NC=C2C(=O)OC(C)(C)OC2=O)c1,8,0.1,.,0.4,0,.,-0.8,6,-25
O=P(O)(COc1ccccc1)COc1ccccc1,25,0.3,-0.2,-0.1,-9,-0.031,-1.3,0,-7
CCC(NS(=O)(=O)c1ccc(OC)cc1)C(=O)O (configuration not stated),-6,-0.8,-0.46,-1.9,-2,0.18,0.9,-9,-13
CC1CCCCN1C(=O)c1cc(-c2ccc(Cl)c(Cl)c2)on1 (configuration not stated),-4,-0.2,-0.35,0.1,3,-0.23,-1.1,-6,32
COC(=O)CN1C(=O)C2(C(C#N)=C(N)Oc3c2c(C)nn3-c2ccccc2)c2ccccc21 (configuration not stated),17,-0.8,-0.88,-2.0,8,0.99,-1.4,35,4
# Other records.
SMILES,5HT1E antag,HTR1E agonist,M1 ag,HTR1A agonist,Jurkat tox 60K,M1 antag,S1P3 agonist,5-HT1A blocker,S1P1 ag-PAM
Cc1nc2sc(C(c3ccco3)N3CCc4ccccc4C3)c(O)n2n1 (configuration not stated),15,-0.7,-0.074,-2.2,5,-0.63,25,-9,16
CCCCC(=O)Nc1ccc(NC(=O)C2CC2)cn1,1,-0.4,0.01,-2.7,1,0.53,0.1,2,8
Cn1c(=O)oc2cc(S(=O)(=O)NCCCN3CCCC3=O)ccc21,23,1.0,0.25,0.2,-1,0.63,-0.6,-5,13
COC(=O)Cn1c2c(c3cc(C)ccc31)CCCC2,7,-1.8,0.09,-0.1,-2,0.035,0.0,17,14
COc1ccc(CCNS(=O)(=O)c2ccc(F)cc2)cc1OC,-5,-0.4,0.017,-2.1,2,-1.3,-0.4,4,-4
O=C(c1cccn2c(=O)c3ccc(Cl)cc3nc12)N1CCN(Cc2ccc3c(c2)OCO3)CC1,-11,0.9,3.6,1.1,.,-1.1,.,8,.
C=CCn1c(SCc2nnc(-c3ccccc3)o2)nnc1C(O)c1ccccc1 (configuration not stated),-4,0.1,0.62,-0.2,0,-0.38,0.0,6,.
COc1cc2cc(C)c(SCC(=O)N3CCOCC3)nc2cc1OC,3,1.6,1.1,0.3,2,-0.11,-1.1,0,-9
CC(=O)c1cccc(NC(=O)c2cc(-c3ccc(C)cc3)on2)c1,-7,-0.3,.,1.1,0,.,-1.0,-2,.
OC(COc1ccc(Cl)cc1)CN1CCCCC1 (configuration not stated),-1,-0.7,0.051,-1.1,-1,-0.13,-0.8,7,-4

# An excerpt from above, reduced to S1P1 ag-PAM:
structure	S1P1 ag-PAM
COc1ccc(CCNS(=O)(=O)c2ccc(F)cc2)cc1OC	-4
Brc1ccc(-c2nnc(-c3ccco3)o2)cc1	-19
Cc1cc(-c2ccco2)n(CC(=O)NCCCc2ccccc2)n1	-11

# (more compounds)
SMILES,5HT1E antag,HTR1E agonist,M1 ag,HTR1A agonist,Jurkat tox 60K,M1 antag,S1P3 agonist,5-HT1A blocker,S1P1 ag-PAM
Cc1ccc(-n2c(N)c(C(N)=O)sc2=S)c(C)c1,1,0.6,0.6,1.5,.,0.21,.,9,.
Cc1noc(NS(=O)(=O)c2ccc(NC(=O)Nc3ccc(Cl)c(Cl)c3)cc2)c1C,8,-0.8,0.15,-1.6,-6,0.84,-1.6,6,5
CCOC(=O)c1cc2occc2n1CC(=O)N1CCCc2ccccc21,-10,0.1,-0.9,-0.2,0,-0.5,0.1,9,2
CC(C)CCNC(=O)CCCOc1cc(=O)n(C)c2ccccc12,-5,-0.7,-0.38,-1.8,5,0.48,1.0,-4,-56
CC(=O)c1cc(F)c(N2CCN(C(=O)c3ccco3)CC2)cc1C,13,0.1,-1.3,-1.2,5,0.3,-1.2,14,.
C=CCOc1cccc(C2C(C(=O)c3ccco3)=C(O)C(=O)N2CCN(CC)CC)c1 (configuration not stated),-6,0.5,-0.019,20*,-1,0.35,-0.2,0,-11
CC(=O)c1c(C)n(CC(=O)NCc2ccc3c(c2)OCO3)c2ccccc12,3,0.8,3.4*,1.9,24,-0.49,-0.1,-1,18
COc1ccccc1N1CCN(C(=O)CSc2nc(-c3ccco3)cc(C(F)(F)F)n2)CC1,-2,5.5,7.5*,5.4,-1,-0.19,-1.0,-5,9
CCCn1c2ccccc2c2cc(C(=O)O)ccc21,-10,-0.6,0.12,-3.2,-3,0.72,0.2,-2,-6
CC(CCc1ccco1)NC(=O)c1cc2c(-c3ccccc3F)nn(C)c2s1 (configuration not stated),1,-0.1,-0.66,-0.6,-1,-0.18,0.7,14,10
